aGal spleen mod: alpha-galactosidase A (human) modulation; P06280; human spleen homogenate, 4MU-alpha-Gal fluorescence, 40 min; Potency, µM (highest dose often 80 µM), inactives show at the highest dose activity change, negative = inhibition, usual class: inhibitors; hit rate 0.008% among 240,000; AID 2107;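 further: 0% = enzyme with vehicle and -100% = no enzyme basal signal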
Target sequence (P06280 32-429 limits assumed): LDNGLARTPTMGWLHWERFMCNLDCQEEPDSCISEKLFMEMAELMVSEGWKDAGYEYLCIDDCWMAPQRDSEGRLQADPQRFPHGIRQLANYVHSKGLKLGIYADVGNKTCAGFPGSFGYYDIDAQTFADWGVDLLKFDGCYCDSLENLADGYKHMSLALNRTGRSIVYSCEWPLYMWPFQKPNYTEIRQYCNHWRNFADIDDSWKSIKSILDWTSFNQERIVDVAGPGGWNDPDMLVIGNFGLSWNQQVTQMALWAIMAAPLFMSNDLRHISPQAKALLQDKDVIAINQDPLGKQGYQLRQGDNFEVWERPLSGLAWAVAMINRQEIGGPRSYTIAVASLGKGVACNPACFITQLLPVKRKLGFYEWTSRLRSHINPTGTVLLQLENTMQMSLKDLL
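Human spleen homogenate (1 ug) was the enzyme source, with 4-methylumbelliferyl-alpha-D-galactopyranoside (1 mM final) in pH 5.0 citrate buffer with 0.01% Tween-20. Compounds were titrated; after 40 min at 37C, NaOH/glycine stop, 4-MU fluorescence read; AC50 from Hill fits.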
Tau ThT inhib: blocks human tau fibril formation measured by thioflavin T. P10636. recombinant tau K18 P301L, heparin-induced fibrillization, ThT fluorescence. Potency, µM (series often up to 57.4 µM), for the others: at the highest dose activity, negative = inhibition, most hits filed as inhibitors. hit rate 2.1% among 270,000. AID 1460; further: on the % scale 0 is the no-effect control and ±100 the full control effect; nearly all actives have a fitted effect of over 55% in size
Target sequence (P10636 561-689 P618L limits assumed): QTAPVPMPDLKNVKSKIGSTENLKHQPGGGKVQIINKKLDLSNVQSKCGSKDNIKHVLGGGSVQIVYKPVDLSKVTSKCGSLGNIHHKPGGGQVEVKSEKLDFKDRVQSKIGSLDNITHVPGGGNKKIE
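Using a mix of unlabeled (15 uM) and Alexa 594-labeled (0.24 uM) tau K18 P301L, heparin-triggered fibrillization over 6 hr at 37 C was scored by ThT fluorescence.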
GAA glycogen: inhibitors or activators of human alpha-glucosidase glycogen cleavage; P10253; recombinant GAA, glycogen substrate, Amplex Red glucose oxidase fluorescence; Potency, µM (series often up to 76.4 µM), inactives show at the highest dose activity change, negative = inhibition, most hits filed as inhibitors; hit rate 0.38% among 300,000; AID 2100;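 further: 0% = full enzyme reaction and -100% = no-enzyme basal signal; the screen sought inhibitors and activators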
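Recombinant human alpha-glucosidase (4 nM final) hydrolysed bovine liver glycogen (30 ug) for 40 min at 37 C in pH 5.0 citrate/phosphate with 0.01% Tween-20. Released glucose detected by glucose oxidase/Amplex Red, Ex 573/Em 610 nm. Compounds up to 77 uM; AC50 from Hill fits.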
HTT cytoprotect: Huntington cell model cytoprotection by ATP luminescence; Potency, µM (top dose mostly 56.4 µM), inactives show cytoprotection (ATP increase), hits mostly activators; PC12 HTT-Q103 induced, cytoprotection, ATP luminescence, 40 h; hit rate 0.14% among 230,000;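 further: % of control where 0% means no effect; nearly all actives have a fitted effect of over 45% in size; toxic huntingtin expression switched on by the ecdysone agonist tebufenozide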
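Quantitative HTS on tebufenozide-induced (100 nM) PC12 cells expressing HTTQ103 exon 1–GFP; compounds tested as a concentration series; survival measured via cellular ATP.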
Tau FP inhib: tau fibrillization inhibition (FP). K18 P301L tau heparin fibrillization, Alexa594 FP, 6 h. P10636. hit rate 0.39% among 280,000. Potency, µM (top dose mostly 57.7 µM), for the others: at the highest dose activity, negative = inhibition, actives largely listed as inhibitors. AID 1468; further: on the % scale 0 is the no-effect control and ±100 the full control effect; nearly all actives have a fitted effect of over 55% in size
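Compound effects on tau fibrillization are measured by Alexa 594 fluorescence polarization (ex 555, em 632 nm). K18 P301L tau is used at 15 uM with 0.24 uM labeled tracer, and 20 uM heparin induces aggregation over 6 hr at 37 C.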
Tau fluor counter: counter-screen for tau fibril formation inhibitors | AID 1463 | hit rate 0.93% among 280,000 | Potency, µM (series often up to 57.7 µM), inactives show at the highest dose activity change, negative = decrease | tau K18 P301L Alexa594 fluorescence, heparin fibrillization; further: on the % scale 0 is the no-effect control and ±100 the full control effect; nearly all actives have a fitted effect of over 55% in size
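Human tau K18 P301L (15 uM unlabeled, 0.24 uM Alexa 594-labeled) in 100 mM sodium acetate pH 7 with 20 uM heparin, 6 hr at 37 C. ThT 30 uM added, 1 hr ambient; Alexa 594 FP and total fluorescence read at 555/632 nm.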
aGlu spleen mod: lysosomal alpha-glucosidase (human) modulation; P10253; human spleen homogenate, 4-MU-alpha-glucoside fluorescence; Potency, µM (doses to about 79.9 µM), for inactives: top-dose activity change, negative = inhibition, most hits filed as inhibitors; hit rate 0.006% among 240,000; AID 2112;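 further: 0% = enzyme with vehicle and -100% = no enzyme basal signal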
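Enzyme source: human spleen homogenate, 1 ug/well. Buffer 50 mM citric acid/K phosphate pH 5.0, 0.01% Tween-20. 4-MU-alpha-glucoside 1 mM; 37 C x 40 min; NaOH/glycine stop; fluorescence.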
GAA inh: blocks human lysosomal alpha-glucosidase; Potency, µM (doses to about 76.9 µM), without a hit: at the top dose activity change, negative = inhibition, hits mostly inhibitors; hit rate 0.005% among 200,000; P10253; purified human GAA, 4-MU-alpha-glucoside fluorescence;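 further: plate controls were uninhibited enzyme wells for no effect and no-enzyme background for full effect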
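Read-out is 4-methylumbelliferone fluorescence (Ex 365/Em 440 nm) after NaOH/glycine stop at pH 10. Enzyme 4 nM, substrate 400 uM, pH 5.0 citrate buffer, 20 min room temperature; AC50 from Hill-equation concentration-response.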
Starred values were filed as active, the others as inactive; ? = inconclusive; . = not tested or not shown; [ ] = dose if it differs, or a comment. The call rests on the fitted dose curve; in most records, active means well fitted curve in the direction sought with a large enough effect; inconclusive means small, poorly fitted or top-dose-only effect, or another doubt; inactive means no such curve, though single readings can be large; an effect the other way counts as inactive or inconclusive. Potency means the concentration at half of the fitted maximal effect.

SMILES | aGal spleen mod | Tau ThT inhib | GAA glycogen | HTT cytoprotect | Tau FP inhib | Tau fluor counter | aGlu spleen mod | GAA inh
Cc1ccc(NC(=O)CC2C(=O)NC3CCCCC3N2C(=O)c2ccc(F)cc2)cc1C (configuration not stated) | -4% | 8% | 7% | -34% | 3% | -6% | -10% | -10%
O=C(NCc1ccc(F)cc1)C1CCC(=O)N1CCc1ccccc1 (configuration not stated) | 6% | -11% | -9% | 2% | 2% | -3% | -9% | 0%[15.4 µM]
CCOc1ccc(CNC(=O)C2CCCN(S(=O)(=O)N(CC)c3ccc(OCC)cc3)C2)cc1 (configuration not stated) | . | -18% | -5%[76.3 µM] | . | 14% | -16% | . | .
CC(=O)Nc1nnc(C)s1 | 0% | 5% | -1% | -4%[10 µM] | 3% | 2% | -13% | -14%
COc1cccc2cc(C(=O)OCC(=O)NCc3ccc4c(c3)OCO4)c(=O)oc12 | -5% | -15% | 2% | 13%[10 µM] | -9% | -22% | 9% | -11%
Cc1cccnc1NC(=O)c1cc2ccccc2oc1=O | 4% | ? | 9% | -5% | 7% | 0% | -17% | 5%
On1c2c(c3c4nonc4ccc31)CCCC2 | ? | 7.9µM* | -25% | 8%[10 µM] | ? | ? | -12% | -1%
CC1Cc2ccccc2N1C(=O)COC(=O)c1cccnc1Cl (configuration not stated) | 1% | 2% | 20% | 5% | 0% | -4% | -6% | 0%
OCCCCNc1cccc2ccccc12 | 19% | ? | -19% | -10% | 5% | ? | 4% | ?
Cc1nnc(NC(=O)Cn2cnc3c2c(=O)n(C)c(=O)n3C)s1 | 6% | -2% | 7% | 28%[10 µM] | 7% | 8% | 2% | 3%
CCOC(=O)CSc1nc(C)cc(C)c1C(N)=O | 5% | -3% | -6% | 1% | -8% | -8% | 2% | -2%
Cc1ccccc1OCCN1CCC(Cc2ccccc2)CC1 | 2% | 1% | -6% | -33% | -2% | 6% | -18% | -10%
COc1cccc(NC(=O)c2cc(OC)c(OC)c(OC)c2Br)c1 | -1% | -4% | 6% | 13%[10 µM] | -4% | -2% | 2% | -10%
O=C(CN1CCN(C2CCCCC2)CC1)Nc1ccccc1-c1ccccc1 | 1% | ? | 0% | -13%[10 µM] | -1% | -10% | 3% | -15%
CCOc1ccc(Br)cc1S(=O)(=O)N1CCC(C(N)=O)CC1 | -6% | -2% | 6% | -26% | -2% | -4% | 0% | 4%
O=C(COc1cccnc1[N+](=O)[O-])NCCc1ccc(Cl)cc1 | 5% | -1% | 7% | -61%[inhibitor] | 2% | 1% | 4% | 0%
COc1ccc(Cc2noc(-c3ccc(C)cc3)n2)cc1 | -2% | ? | -3% | -13% | -2% | -18% | -2% | -7%
COc1ccc(S(=O)(=O)n2c(CCN3CCOCC3)nc3ccccc32)cc1 | -9% | 2% | 6% | -28% | 10% | 3% | -1% | -13%
N#Cc1sc2nc(-c3cccs3)cc(-c3ccccc3)c2c1N | 3% | 24% | 4% | -27% | ? | -4% | 5% | -6%
O=C(COC(=O)c1ccc(O)cc1)NCCC1=CCCCC1 | -3% | 3% | 3% | -7%[10 µM] | 0% | 2% | -1% | 5%
O=C(NC1C=CS(=O)(=O)C1)c1sc2ccccc2c1Cl (configuration not stated) | 9% | -9% | 0% | ? | -4% | 4% | 1% | -12%
COC(=O)c1cccc(NC(=O)c2cccnc2C(=O)O)c1C | 4% | -16% | -1% | -30%[10 µM] | 2% | -12% | -1% | -19%
O=C(CSc1ncn[nH]1)N1c2ccccc2Sc2ccccc21 | -3% | . | 3% | -7%[10 µM] | 10% | 10% | -5% | .
Cc1ccc(N/C(N)=N/c2nc3c(c(=O)[nH]2)CCCC3)c(C)c1 | 1% | ? | 9% | 13% | 6% | -5% | -6% | -3%
COC(=O)C1(CCSC)NC(c2ccccc2OC)C2C(=O)N(C)C(=O)C21 (configuration not stated) | 12% | 1% | -14% | -12% | -8% | 4% | 5% | -3%
COc1cc2c(cc1OC)CN(Cc1ccc(OC)c(C)c1OC)CC2 | -1% | -10% | 4% | -8%[10 µM] | ? | -3% | -11% | -5%
Cc1nc2ccccc2c(=O)n1C1CCCCCC1 | -1% | 0% | 3% | -6% | -5% | 0% | -8% | ?
CC(C)C(=O)N(Cc1cc2ccccc2[nH]c1=O)C(C)(C)C | -4% | 3% | 3% | -2% | -4% | 2% | 7% | -11%
COc1cccc(CNc2cc(CSc3ccc(Cl)cc3)nc(C)n2)c1 | 1% | ? | -8% | -8% | 0% | -20% | -3% | -2%
CN(CC(=O)Nc1ccc(Cl)c(Cl)c1)C(=O)/C=C/c1ccc(F)cc1 | -2% | -2% | 10% | 5%[10 µM] | ? | -29% | -4% | ?
COc1ccccc1-c1c(C(F)(F)F)oc2cc(OC(=O)c3ccccc3[N+](=O)[O-])ccc2c1=O | -3% | ? | -10% | -13% | 6% | ? | -4% | 3%
COC(=O)c1cn(CC(=O)NC2CCCCCC2)c2ccccc12 | -1% | -5% | 0% | 32%[10 µM] | 7% | 3% | -8% | 2%
CCN(C(=O)CN1CC(C)OC(C)C1)c1c(N)n(Cc2ccccc2)c(=O)[nH]c1=O (configuration not stated) | -5% | 1% | 1% | -16% | 0% | 2% | -5% | 3%
Cc1c(Nc2ncnc3nc[nH]c23)c(=O)n(-c2ccccc2)n1C | -1% | 6% | -1% | -8% | ? | 6% | -4% | 1%
c1cncc(-c2nn3cnnc3s2)c1 | 4% | -15% | 6% | 2%[0.074 µM] | 0% | -4% | -1% | 7%
COc1cc(OC)cc(C(=O)Nn2cnnc2)c1 | 15% | . | 5% | 27%[10 µM] | -1% | 7% | 7% | .
C/C(=N\NC(=O)c1cc(-c2ccco2)nc2ccccc12)c1cccnc1 | 9% | -12% | -5% | -95%[inhibitor] | 4% | 0% | -6% | ?
CCn1nc(C)c(CNC(=O)CCc2nnc(Cc3c[nH]c4ccccc34)o2)c1C | -1% | -2% | 15% | 22%[10 µM] | -5% | -3% | 3% | .
CSc1ncccc1C(=O)OCc1ccc([N+](=O)[O-])cc1 | -4% | -12% | 2% | 8%[10 µM] | -9% | -10% | -6% | -6%
O=C(c1ccc(S(=O)(=O)N2CCOCC2)cc1)N1CCN(S(=O)(=O)c2ccc(Cl)s2)CC1 | 12% | 5% | 3% | -7%[10 µM] | ? | -1% | 5% | .
CC(C)OC(=O)CSc1nc2ncc(Cl)cc2[nH]1 | 0% | -9% | 3% | 4% | -4% | -9% | -3% | 5%
C[C@@H]1CN(C(=O)c2nc3ccc(Cl)cn3c2CN[C@H]2CCCCNC2=O)C[C@H](C)O1 | -8% | 2% | 2% | 3%[10 µM] | -1% | -2% | 4% | 13%
O=C(Cn1cc(SCc2cccc(Cl)c2)c2ccccc21)N1CCCCC1 | . | ? | -10%[76.3 µM] | . | 8% | -24% | . | .
Cc1cc(C)c2[nH]c(=O)c(CN(Cc3cccnc3)C(=S)NCCCN(C)C)cc2c1 | 4% | -8% | 3% | 10%[10 µM] | 7% | -8% | -4% | 6%
COCCn1c(-c2ccccc2F)n[nH]c1=S | 2% | 6% | 9% | 3% | 3% | 6% | 7% | -6%
CCOc1cccc(CN2CCN(Cc3ccc(C)o3)C(CCO)C2)c1O (configuration not stated) | 2% | -1% | ? | -12%[10 µM] | -6% | 5% | -15% | 2%
CN(CCO)C(=O)c1cccc2c1-c1ccccc1C2=O | -3% | -5% | 1% | -14%[10 µM] | -5% | 4% | -10% | -3%
Cc1cccc(C)c1NC(=O)CCCSc1nnc(-c2ccc(Cl)cc2)n1-c1ccccc1 | -1% | ? | -14% | 5%[10 µM] | -4% | -13% | -6% | -12%
COC(=O)c1c(NC(=O)COc2ccc(C(C)C)cc2)sc2c1CCCC2 | . | ? | 9%[76.3 µM] | . | -12% | -17% | . | .
CC(C)C(c1nnnn1C1CCCC1)N1CCC(C(N)=O)CC1 (configuration not stated) | 4% | -5% | 8% | -3%[10 µM] | -7% | -12% | 2% | 2%

Entries from the list above with a nitro group on carbon, in the order listed:
SMILES | aGal spleen mod | Tau ThT inhib | GAA glycogen | HTT cytoprotect | Tau FP inhib | Tau fluor counter | aGlu spleen mod | GAA inh
O=C(COc1cccnc1[N+](=O)[O-])NCCc1ccc(Cl)cc1 | 5% | -1% | 7% | -61%[inhibitor] | 2% | 1% | 4% | 0%
COc1ccccc1-c1c(C(F)(F)F)oc2cc(OC(=O)c3ccccc3[N+](=O)[O-])ccc2c1=O | -3% | ? | -10% | -13% | 6% | ? | -4% | 3%
CSc1ncccc1C(=O)OCc1ccc([N+](=O)[O-])cc1 | -4% | -12% | 2% | 8%[10 µM] | -9% | -10% | -6% | -6%

(next part)
SMILES | aGal spleen mod | Tau ThT inhib | GAA glycogen | HTT cytoprotect | Tau FP inhib | Tau fluor counter | aGlu spleen mod | GAA inh
Cn1cc(Br)c(C(=O)NNC(=O)c2ccccc2)n1 | 10% | 3% | -2% | 43%[10 µM] | 4% | 3% | -5% | 2%
CCN(CC)P(=O)(Nc1ccc(C)cc1Br)c1ccc(N(C)C)cc1NC(=O)c1ccco1 (configuration not stated) | 4% | ? | -16% | 25% | 10% | -22% | 0% | ?
CCCNC(=O)OC[C@H]1O[C@H](CCO/N=C/c2ccc(C(=O)N3[C@H](c4ccc(C)cc4)[C@@H](C)CC[C@H]3C(=O)OC)cc2)C=C[C@@H]1Oc1ccc(OC)cc1 | -3% | -17% | 2% | . | -3% | -7% | 4% | -6%
Cc1nc(=O)cc(-c2ccccc2)n1-c1ccccc1 | -1% | -1% | 6% | -19%[10 µM] | -3% | -7% | -4% | -5%
COc1ccc(CN(C(=O)CSc2nnc(-c3c[nH]c4ccccc34)o2)c2ccc(F)cc2)cc1OC | 2% | -22% | -9% | 11%[1.9 µM] | ? | ? | 3% | -6%
O=C(Nc1ccc(CN2CCOCC2)cc1)c1cccc(F)c1 | -1% | -6% | 3% | 23%[10 µM] | 4% | 0% | -1% | 5%
COc1ccccc1NC(=O)c1c(NC(=O)c2ccco2)sc2c1CCC2 | -5% | -4% | 8% | -38% | 5% | -12% | -9% | -4%

Bioassay records from PubChem BioAssay.
